RBBP9 inhibitor = human RBBP9 inhibitors, primary screen, biochemical, fluorescence polarization, FP-Rh probe, HTS; recombinant RBBP9; inhibition, % at 7.94 µM; 220,000 tested, 0.2% active; AID 1515, 2009;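 active = inhibition above the campaign mean of all tested compounds plus 3 SD, cut at about 14% in these data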;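 also: plate controls were DMSO wells with RBBP9 for no effect and wells lacking RBBP9 protein for full effect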
Target sequence (O75884 whole entry, looked up): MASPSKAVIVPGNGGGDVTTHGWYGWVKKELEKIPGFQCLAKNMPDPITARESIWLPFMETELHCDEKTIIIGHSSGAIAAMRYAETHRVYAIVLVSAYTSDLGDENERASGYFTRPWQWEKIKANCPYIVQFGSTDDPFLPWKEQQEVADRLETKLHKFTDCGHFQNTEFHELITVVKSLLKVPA
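System: RBBP9 protein / Buffer or medium: Tris/NaCl buffer pH 8.0 with 0.1% Pluronic / Probe or stimulus: Serine-hydrolase probe FP-Rh, 375 nM pre-mixing / Dosing: 7.94 µM single dose, 0.794% DMSO / Times: enzyme-compound preincubation 30 min, then probe labeling 45 min, 25 °C / Technique: fluorescence polarization (mP), excitation 525 nm, emission 598 nm / Replication: singlicate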
BaF3 parental = parental Ba/F3 cell viability inhibition, counter-screen for JAK2V617F inhibitor project, murine pro-B, CellTiter-Glo luminescence. CellTiter-Glo ATP luminescence. inhibition, % at 5.6 µM. 220,000 tested, 1.1% active;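 active = inhibition above a per-campaign cutoff, the mean inhibition of all tested compounds plus 3 SD, cut at about 27% in these data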;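 also: 0% = DMSO wells and 100% = JAK Inhibitor I control wells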
p47phox inh = p47phox/p22phox peptide binding inhibitors, primary screen, biochemical, uHTS, NADPH oxidase regulatory subunit | inhibition, % at 24.7 µM | AID 1274, 2008 | Neutrophil cytosol factor 1 (Homo sapiens), P14598 | 220,000 tested, 0.53% active | fluorescence polarization, 2 h;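 active = inhibition above about 30%, limit read from the data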;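 also: 0% = p47phox with labelled peptide and 100% = labelled peptide alone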
Ba/F3 V617F tox = reduced viability of JAK2V617F-dependent Ba/F3 cells, primary screen, JAK2V617F inhibitor project, cell-based, Ba/F3 EpoR-JAK2V617F, luminescence; ATP luminescence; 220,000 tested, 1.1% active; AID 1446, 2008; inhibition, % at 5.6 µM;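 active = inhibition above the campaign mean plus 3 SD over all tested compounds, cut at about 24% in these data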;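 also: cytokine-independent growth of Ba/F3 cells driven by EpoR plus mutant JAK2; 0% = DMSO-treated cells and 100% = JAK inhibitor I control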
Tb hexokinase = Trypanosoma brucei hexokinase 1 inhibitors, primary screen, biochemical, G6PDH-coupled NADH absorbance, MLSCN library; hexokinase 1 [Trypanosoma brucei]; recombinant TbHK1, G6PDH-coupled NADH A340; inhibition, % at 10 µM; 220,000 tested, 0.11% active; AID 1430, 2008;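 active = inhibition of 50% or more in the single-dose primary screen; inactive = inhibition below 50%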
p97 inhibitor = inhibitors of human p97 ATPase, primary screen, biochemical; 220,000 tested, 0.42% active; recombinant p97 ATPase, Kinase-Glo ATP luminescence, 3 h; Transitional endoplasmic reticulum ATPase (Homo sapiens), P55072; inhibition, % at 8 µM; in the data active = inhibition above about 15%;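 also: 0% = DMSO vehicle and 100% = wells lacking enzyme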
Target sequence (P55072 whole entry, looked up): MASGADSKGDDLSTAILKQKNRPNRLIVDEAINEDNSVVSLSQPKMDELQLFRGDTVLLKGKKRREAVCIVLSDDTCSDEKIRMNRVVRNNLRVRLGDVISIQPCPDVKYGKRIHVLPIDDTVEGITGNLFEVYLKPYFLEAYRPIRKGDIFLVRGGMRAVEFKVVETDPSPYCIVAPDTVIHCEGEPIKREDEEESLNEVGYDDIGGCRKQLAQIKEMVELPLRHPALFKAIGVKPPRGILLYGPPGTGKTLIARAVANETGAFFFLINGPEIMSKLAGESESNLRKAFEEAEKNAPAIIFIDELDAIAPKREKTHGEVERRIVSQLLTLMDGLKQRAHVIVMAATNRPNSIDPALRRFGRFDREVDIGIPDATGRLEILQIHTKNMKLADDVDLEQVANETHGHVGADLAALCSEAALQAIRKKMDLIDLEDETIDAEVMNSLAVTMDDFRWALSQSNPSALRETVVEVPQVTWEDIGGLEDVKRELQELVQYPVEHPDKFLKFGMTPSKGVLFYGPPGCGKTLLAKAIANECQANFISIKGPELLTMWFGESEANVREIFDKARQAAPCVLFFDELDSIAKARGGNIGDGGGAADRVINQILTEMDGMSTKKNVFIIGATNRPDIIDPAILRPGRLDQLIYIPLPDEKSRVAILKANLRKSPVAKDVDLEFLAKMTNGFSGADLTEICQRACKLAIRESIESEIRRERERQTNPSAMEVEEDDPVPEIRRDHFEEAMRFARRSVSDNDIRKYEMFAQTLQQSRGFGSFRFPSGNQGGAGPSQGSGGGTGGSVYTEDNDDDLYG
Furin inh = human furin inhibitors, primary screen, biochemical, fluorescence intensity; purified furin, fluorogenic substrate cleavage; 220,000 tested, 0.061% active; inhibition, % at 30 µM; P09958; in the data active = inhibition above about 25%; also: inactives centre near -15
EP2 antag = human EP2 receptor antagonists, primary screen, TR-FRET cAMP, C6 glioma cells | AID 1422, 2008 | C6 glioma cells expressing human EP2; cells stimulated with saturating PGE2 | inhibition, % at 25 µM | 260,000 tested, 0.52% active | Prostaglandin E2 receptor EP2 subtype (Homo sapiens), P43116;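 active = percent inhibition above 40 after rounding to a whole number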;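 also: rat C6 glioma host cells with rolipram phosphodiesterase inhibitor present; the protocol text gives 20 µM as final concentration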
PPC-1+TRAIL kill = compounds killing PPC-1 cancer cells with TRAIL present, primary screen, TRAIL potentiator project, ATPLite luminescence, uHTS; AID 1443, 2008; 220,000 tested, 0.41% active; PPC-1 cells + TRAIL, ATPLite viability luminescence; cell killing (% activity), % at 4 µM;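 active = cell killing above 50% in the first pass at 4 µM, then a duplicate retest at 5 µM averaging 50% or more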;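 also: plate controls were cells with TRAIL plus DMSO for no effect and medium-only wells lacking cells for full effect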
Numbers without * were called inactive; . = no result given; [ ] = another dose, or the depositor's remark. These rows are one share of the data; count on the stated rates, not on these rows.

item	compound	RBBP9 inhibitor	BaF3 parental	p47phox inh	Ba/F3 V617F tox	Tb hexokinase	p97 inhibitor	Furin inh	EP2 antag	PPC-1+TRAIL kill
1	Cc1ccc(Cn2nnc3c(=O)n(CC(=O)N4CCCc5ccccc54)cnc32)cc1	-10	-2	-17	-3	6	-2	-17[20 µM]	1	-9
2	COc1cc(/C=N/n2c(-c3n[nH]c4c3CCC4)n[nH]c2=S)ccc1O	-4	-6	-10	-2	-42	5	-18	5	5
3	S=c1nc(-c2ccccc2)oc2c1CCCC2	-8	9	-1	1	-23	1	-30[20 µM]	.	24
4	COC1=C/C(=C/c2c(N)n3cc(C)sc3nc2=O)C=CC1=O	-6	0	-32	-3	-3	6	-22	13	16
5	Cc1cc(C(F)F)nn1CC(=O)N1CCSCC1	-6	-2	-5	-2	-1	4	-14[20 µM]	8	14
6	O=C1N(Cc2cccnc2)C[C@@H]2C[C@@H](c3ccccc3C#Cc3ccccc3)N3CCC[C@@]123	7	7	-18	1	-15	0	-23	6	0
7	CC1CC(C)CN(CCCOc2ccccc2[N+](=O)[O-])C1 (stereo unspecified)	-13	6	4	3	-4	-3	-16	10	36
8	CSCC(C)N1CCC(CO)(CCCc2ccccc2)CC1 (stereo unspecified)	-6	1	0	-4	2	4	-27	6	-2
9	CCOC(=O)C1(C)/C(=N/Nc2ccccc2Cl)C(=O)C(=O)N1c1ccccc1 (stereo unspecified)	-3	3	-14	-3	17	3	-3[20 µM]	1	24
10	CC(c1ccccc1)n1cc(C(=O)NCc2cccnc2)nn1 (stereo unspecified)	-2	3	-3	-2	-8	0	-17[20 µM]	12	-17
11	O=C(/C=C/c1ccccc1[N+](=O)[O-])NCc1ccncc1	-5	3	10	-1	0	7	-20	5	20
12	CN(C)C(=O)CCc1nc2sc3c(c2c(=O)[nH]1)CCCC3	-5	5	-7	-1	-3	2	-8[20 µM]	.	10
13	O=C(Cc1cccs1)Nc1ccc(N2CCOCC2)cc1	-12	4	-12	0	4	-3	-14[20 µM]	10	4
14	CCOc1[nH]n(-c2ccccc2)c(=O)c1C=Nc1ccc(C(=O)OC)cc1	-7	2	0	4	-5	3	-14	-2	8
15	COC(OC)c1nc(SCC(=O)Nc2cccc(Cl)c2)ncc1C(=O)O	1	4	23	-1	-33	7	-8	11	16
16	Cc1ccc2cc(/C=N/NC(=O)CN3CCCCC3)c(Cl)nc2c1	2	0	-4	-1	-16	6	-22	2	-1
17	CCS(=O)(=O)Nc1cccc(C2=NN(S(=O)(=O)c3ccc(C)cc3)C(c3ccco3)C2)c1 (stereo unspecified)	-8	7	-22	8	6	-2	-7	2	7
18	O=C1Nc2ccccc2N2CCCC12 (stereo unspecified)	0	7	-3	-1	-3	8	-25	7	-3
19	Cc1ccc(SCC(=O)N(Cc2nc(-c3ccccc3)no2)C(C)C)cc1	-6	4	-6	2	3	-6	-7[20 µM]	10	19
20	O=C(CSc1oc(-c2cccs2)nc1S(=O)(=O)c1ccccc1)NC1CCCCC1	4	5	-36	2	-14	1	-12[20 µM]	6	19
21	NC(N)=Nc1nc2ccccc2o1	-3	-5	-6	3	-11	1	-10	4	4
22	Cc1ccc(S(=O)(=O)N(C)CC(=O)O/N=C(\N)c2ccc([N+](=O)[O-])cc2)cc1	5	1	-14	0	-10	0	0[20 µM]	8	26
23	O=C(Nc1ccc(Cl)cc1C(=O)NCc1cccnc1)c1ccco1	4	1	1	-4	-4	8	0[20 µM]	4	-5
24	COC(=O)Cn1c(=NC(=O)CN2C(=O)CCC2=O)sc2cc(S(N)(=O)=O)ccc21	-2	4	-8	-3	-1	3	-10	5	23
25	COc1ccccc1-c1c(-c2ccc(O)cc2O)n[nH]c1C(F)(F)F	-10	45*	-9	48*	-2	-7	-2	7	19
26	O=C(Cc1ccc(Cl)cc1)N1CCN(C(=O)c2ccco2)CC1	-10	0	-5	-1	-3	0	-17[20 µM]	7	8
27	Cc1nn(Cc2c(F)c(F)c(F)c(F)c2F)c(C)c1NC(=O)c1ccc(COc2ccccc2Cl)o1	-10	1	-18	-1	-7	-5	-18[20 µM]	.	11
28	CCCc1ccc(C(=O)NNc2cc(Cl)ccc2Cl)cc1	-5	-1	-11	-1	-8	-3	-11	11	1
29	CCC(C)NC(=O)CN(c1ccc(Cl)c(Cl)c1)S(C)(=O)=O (stereo unspecified)	4	6	2	5	2	2	-9	1	9
30	N#CN(Cc1ccccc1)Cc1ccccc1	-10	2	-11	0	-2	6	-19	9	-1

Reformatted with two lines to a compound: entries from further up
Values run as follows: RBBP9 inhibitor	BaF3 parental	p47phox inh	Ba/F3 V617F tox	Tb hexokinase	p97 inhibitor	Furin inh	EP2 antag	PPC-1+TRAIL kill
[16] Cc1ccc2cc(/C=N/NC(=O)CN3CCCCC3)c(Cl)nc2c1
→ 2	0	-4	-1	-16	6	-22	2	-1
[17] CCS(=O)(=O)Nc1cccc(C2=NN(S(=O)(=O)c3ccc(C)cc3)C(c3ccco3)C2)c1 (stereo unspecified)
→ -8	7	-22	8	6	-2	-7	2	7

New compounds follow
item	compound	RBBP9 inhibitor	BaF3 parental	p47phox inh	Ba/F3 V617F tox	Tb hexokinase	p97 inhibitor	Furin inh	EP2 antag	PPC-1+TRAIL kill
31	O=C(CNS(=O)(=O)c1ccccc1)N1CCCC1	-7	-2	8	0	-7	-2	-18	8	-2
32	C[n+]1ccccc1C1CCCC/C1=N\Nc1ccc([N+](=O)[O-])cc1[N+](=O)[O-] (stereo unspecified)	-2	7	-9	2	-18	-4	0	4	2
33	NC(=O)C1(N2CCCCC2)CCN(C(=O)NC2CCCCC2)CC1	-1	2	-4	-6	3	3	-20	7	2
34	Cn1cc2cc(NC(N)=S)ccc2n1	4	3	-8	-2	-6	1	-25	9	3
35	O=C(CCN1C(=O)c2ccccc2C1=O)NCCN1CCOCC1	-9	0	-7	1	-8	-2	-8[20 µM]	2	13
36	Brc1cc(Br)c2nc(-c3cccs3)ccc2c1	-6	7	-31	4	-2	-5	2[20 µM]	17	20
37	Oc1oc(-c2ccccc2)nc1/C=N/c1nccs1	0	3	-21	0	-6	2	-15	9	10
38	CCCCNC(=O)c1onc(CSc2cc(C)cc(C)c2)c1C(=O)O	-11	2	-13	-1	1	5	-12[20 µM]	21	-1
39	Cc1cc(C)cc(N2C(=O)CSC2c2cccs2)c1 (stereo unspecified)	-9	3	-7	0	1	4	-19	21	26
40	Cc1nc2ccc(NS(=O)(=O)c3ccc(F)cc3)cc2s1	-11	5	0	-5	7	5	-26	6	8
41	O=C(C(c1ccccc1)c1ccccc1)N(Cc1ccco1)C1CCS(=O)(=O)C1 (stereo unspecified)	-4	5	-10	-3	1	-5	-21	7	-6
42	Cc1cc(C(=O)O)ccc1-c1ccc(/C=C2\NC(=O)N(Cc3ccccc3Cl)C2=O)o1	2	10	-91	2	6	8	-2	8	14
43	COc1cccc(NC(=S)N(Cc2ccccn2)Cc2ccccc2Cl)c1	-8	5	-8	-1	3	2	-24	7	1
44	O=[N+]([O-])c1ccc(-c2csc(N3CCc4ccccc4C3)n2)cc1	-9	8	-18	1	-5	0	-14	10	15
45	Cc1cc(=O)oc2c1c(C)nn2-c1ccc(Cl)cc1	-7	3	0	-1	-2	0	-18	1	7
46	CC(C)Nc1oc(Cc2cccc3ccccc23)nc1C#N	-7	-1	-15	-4	8	7	-9	10	13
47	Cc1ccc(OCC(=O)N/N=C2/SCC(=O)N2Cc2ccccc2)cc1	-4	3	2	-1	29	-4	-4	22	3
48	CCC1c2ccc(C)n2CCN1C(=O)Nc1ccccc1C(=O)OC (stereo unspecified)	0	5	-29	-2	-8	3	-22[20 µM]	11	16
49	O=C(Cc1nnc(NC(=O)Nc2ccc(Cl)cc2)s1)NCc1ccccc1	-3	9	-25	3	4	-2	-18	8	0
50	Cc1ccc(S(=O)(=O)N(C)c2ccc(C(=O)O)cc2)cc1	-4	1	-10	-1	-2	7	-12	14	10
51	Cc1ccc(CC(=O)Nc2ccc(F)c([N+](=O)[O-])c2)cc1C	-6	10	-3	0	1	2	-22	13	28
52	Cc1cccc(NC(=O)c2ccc(S(=O)(=O)N(C)C)cc2)n1	-4	4	9	-2	0	3	-18[20 µM]	14	10
53	NNC(=O)C1=NOC(CNc2ncc(C(F)(F)F)cc2Cl)C1 (stereo unspecified)	-8	2	-6	3	1	-6	-18[20 µM]	12	19
54	COc1ccc(C(C(=O)NC2CCCC2)N(C(=O)c2ccoc2C)c2ccccc2)cc1 (stereo unspecified)	-4	0	-8	-3	-4	2	-12	1	-3
55	NC1=NCc2ccccc21	1	1	-3	-3	-2	6	-21	16	17
56	C(#Cc1ccc(C#CCN2CCCC2)cc1)CN1CCCC1	2	8	-6	5	2	-1	-14	.	8
57	COC(=O)CSc1nc(-c2ccc(F)cc2)cc(C(F)(F)F)n1	-4	4	-7	1	2	-3	-15[20 µM]	3	20
58	O=S(=O)(NCCOc1ccc(F)cc1)c1ccc2c(c1)OCCO2	-8	-4	-6	-2	-3	-4	-22	12	13
59	Cc1nc(SCC(=O)Nc2ccc(F)cc2)c2oc3ccccc3c2n1	1	1	-8	0	-7	-1	-21	9	-6
60	CCN1C(=O)CS/C1=N\S(=O)(=O)c1ccc(Cl)cc1	-8	6	1	5	-1	0	-15	5	21
61	NC(=O)CC(NC(=O)Cc1ccc(Br)cc1)c1ccc(NC2CCCCCC2)c([N+](=O)[O-])c1 (stereo unspecified)	.	.	2	.	-5	.	-19	21	4
62	Cc1ccc(C(=O)c2ccccc2C(=O)OCC(=O)Nc2cccc([N+](=O)[O-])c2)cc1	-7	4	-11	0	-4	-4	-11	11	23

Assay outcomes from PubChem.
